Apaf-1 inh = inhibitors of human Apaf-1 apoptosome; AID 489030; reconstituted apoptosome caspase-3 activity, DEVD-Rh110 fluorescence; 330,000 compounds, 0.71% hits; inhibition, % at 20 µM; O14727; active = inhibition of at least 40% at 20 µM;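 also: plate controls were DMSO wells for no effect and DEVD-CHO caspase inhibitor wells for full effect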
Target sequence (O14727 whole entry, looked up): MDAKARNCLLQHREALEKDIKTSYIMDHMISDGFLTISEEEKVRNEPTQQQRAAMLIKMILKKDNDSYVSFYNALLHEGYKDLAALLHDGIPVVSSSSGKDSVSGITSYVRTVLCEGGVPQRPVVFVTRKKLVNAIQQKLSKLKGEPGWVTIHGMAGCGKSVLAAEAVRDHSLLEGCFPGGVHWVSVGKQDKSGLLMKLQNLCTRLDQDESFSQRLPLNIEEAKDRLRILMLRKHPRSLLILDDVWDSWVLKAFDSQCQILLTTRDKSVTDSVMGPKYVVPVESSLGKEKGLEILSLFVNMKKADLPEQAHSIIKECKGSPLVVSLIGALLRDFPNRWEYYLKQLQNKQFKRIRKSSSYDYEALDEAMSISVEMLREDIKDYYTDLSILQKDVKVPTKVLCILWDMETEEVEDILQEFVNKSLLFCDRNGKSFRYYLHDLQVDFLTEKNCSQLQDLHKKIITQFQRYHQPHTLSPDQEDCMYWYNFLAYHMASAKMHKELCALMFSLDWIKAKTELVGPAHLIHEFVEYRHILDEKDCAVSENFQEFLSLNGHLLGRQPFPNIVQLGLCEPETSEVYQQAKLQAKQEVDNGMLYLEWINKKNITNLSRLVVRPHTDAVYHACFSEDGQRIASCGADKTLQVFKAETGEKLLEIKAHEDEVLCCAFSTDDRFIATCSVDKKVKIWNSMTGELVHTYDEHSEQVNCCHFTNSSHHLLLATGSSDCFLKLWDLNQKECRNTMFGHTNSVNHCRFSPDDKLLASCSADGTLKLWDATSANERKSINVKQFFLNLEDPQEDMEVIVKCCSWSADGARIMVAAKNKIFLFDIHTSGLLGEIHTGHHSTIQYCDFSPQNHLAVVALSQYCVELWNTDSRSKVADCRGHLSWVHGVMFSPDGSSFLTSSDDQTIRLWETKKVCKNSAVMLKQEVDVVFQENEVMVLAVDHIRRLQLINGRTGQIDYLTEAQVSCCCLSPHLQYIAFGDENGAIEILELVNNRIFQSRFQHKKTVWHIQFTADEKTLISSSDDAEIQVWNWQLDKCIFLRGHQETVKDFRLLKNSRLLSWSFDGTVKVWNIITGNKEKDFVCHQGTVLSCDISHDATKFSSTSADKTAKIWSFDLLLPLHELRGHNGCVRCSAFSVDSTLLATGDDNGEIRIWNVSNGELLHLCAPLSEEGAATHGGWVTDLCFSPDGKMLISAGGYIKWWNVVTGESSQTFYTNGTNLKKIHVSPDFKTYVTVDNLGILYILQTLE
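Medium: Hepes buffer, pH 7.5 / System: biochemical Apaf-1 apoptosome reconstitution / Measured by: Rh110 fluorescence, excitation 480 nm, emission 540 nm / Times: compound with Apaf-1, dATP, procaspase-3 30 min, then 50 min reaction, room temperature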
SENP7 inh = inhibitors of human SENP7 protease. recombinant SENP7, Z-RLRGG-aminoluciferin luminescence, 40 min. inhibition, % at 5 µM. 330,000 compounds, 1.5% hits. AID 434973;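 active = inhibition above about 50% at the single test dose, limit read from the data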;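 also: plate controls were DMSO with enzyme for no effect and no enzyme buffer wells for full effect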
HKDC1 inhibitor = blocks human hexokinase HKDC1 activity. Q2TB90. 340,000 compounds, 0.16% hits. recombinant HKDC1, G6PDH/diaphorase resazurin coupled fluorescence. inhibition, % at 20 µM;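 active = inhibition above about 35% when tested at 20 µM, limit read from the data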;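 also: plate controls were DMSO wells with enzyme for no effect and DMSO wells lacking enzyme for full effect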
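Assay system: in-house recombinant HK5 (HKDC1) enzyme. Input: HKDC1 at 5 µg/mL. Medium: Tris pH 8.0 buffer with MgCl2, Tween-20, BSA, BME. Dosing: single 20 µM dose. Schedule: 90 min reaction incubation at room temperature, dark. Signal: resazurin-to-resorufin fluorescence via G6PDH and diaphorase coupling, 525/613 nm. Controls: DMSO-enzyme wells negative, buffer-substituted wells positive.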
SENP1 FRET inh = inhibitors of human SENP1 SUMO protease catalytic domain; AID 624204; Q9P0U3; recombinant SENP1 catalytic domain, CyPet-SUMO1-YPet FRET cleavage; 360,000 compounds, 0.21% hits; inhibition, % at 10 µM;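 active = inhibition at least 30% at 10 µM, raw YFP signal under a set limit, fluorescence ratio 0.5 to 1.5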;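 also: 0% = enzyme with DMSO and 100% = no enzyme wells; some results filed as inactive read as strong as hits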
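material = recombinant human SENP1 catalytic domain, His6-tagged | quantity = 20 pM enzyme | reagent = 25 nM SUMO1 FRET substrate | compound dosing = 10 µM single point, 0.5% DMSO | timing = 50 min enzyme reaction, room temperature, light-protected | detection = FRET, CFP and YFP emission | control set = no-enzyme low, enzyme-DMSO high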
PfG6PD inh = PfG6PD (Plasmodium falciparum) enzyme inhibition; PfGluPho enzyme, NADPH resazurin-diaphorase fluorescence; inhibition, % at 20 µM; 350,000 compounds, 0.78% hits; AID 504690;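 active = inhibition reaching at least a set limit at 20 µM in the primary screen, cut at about 59% in these data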;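 also: 0% = DMSO wells with substrate and 100% = DMSO wells lacking glucose-6-phosphate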
SENP8 block-1 = SENP8 protease inhibition | inhibition, % at 10 µM | 330,000 compounds, 1.2% hits | AID 2540 | purified SENP8, Z-RLRGG-aminoluciferin cleavage, luminescence | Q96LD8; in the data active = inhibition above about 50%
SENP8 block-2 = blocks human SENP8 cleavage of Nedd8 substrate; Q96LD8; recombinant SENP8, Nedd8 substrate fluorescence; inhibition, % at 20 µM; 360,000 compounds, 0.64% hits; AID 602440; in the data active = inhibition mostly above about 40%, no sharp cut-off; inactive = mostly below about 27%
SENP6 block = SENP6 protease inhibition; Q9GZR1; Recombinant SENP6 catalytic domain, aminoluciferin luminescence; inhibition, % at 10 µM; 330,000 compounds, 1.8% hits; AID 2599;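 active = inhibition above about 50% at the single tested dose, limit read from the data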;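 also: plate controls were DMSO wells with enzyme for no effect and DMSO wells lacking enzyme for full effect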
Starred values were filed as active, the others as inactive; i = inactive; · = not tested or not shown. Hits appear at their usual frequency; 3.6% or so of the library scored in one or more.

(1) O=C(O)Cc1c(C(=O)O)[nH]c2ccc(C(=O)O)cc12
(2) Cc1ccc(OCc2cc(C(=O)N(C)CC3CCOCC3)no2)cc1C
(3) Cc1cccc(N2C(=O)CSC2c2cccnc2)c1 (stereo not drawn)
(4) NC(=O)NC(=O)CSc1nc(-c2ccccc2)c(-c2ccccc2)n1CC1CCCO1 (stereo not drawn)
(5) Cc1ccc(C(c2nnnn2C2CCCCC2)N(C)C2CCCCC2)cc1 (stereo not drawn)
(6) CCOC(=O)C1CCN(c2ccc([N+](=O)[O-])c(C(C)=O)c2)CC1
(7) C[C@H](CO)N1C[C@H](C)[C@@H](CN(C)Cc2ccc(-c3ccccc3)cc2)Oc2c(NS(=O)(=O)c3cccs3)cccc2C1=O
(8) CC(=O)Nc1ccc(-c2csc(NC(=O)CCNC(=O)c3ccco3)n2)cc1

assay / entry	1	2	3	4	5	6	7	8
PfG6PD inh	0	9	-20	-25	11	-2	11	22
SENP1 FRET inh	-1	-1	-2	1	4	-5	0	-5
Apaf-1 inh	-20	10	-10	18	7	0	26	-6
SENP7 inh	4	9	9	11	-7	5	1	-10
SENP8 block-1	3	-4	1	-7	-5	3	10	-14
SENP6 block	29	-9	-26	5	-30	15	6	-29
HKDC1 inhibitor	-10	-3	-3	-5	-2	-3	8	1
SENP8 block-2	-12	1	4	11	-17	29	4	-21

The last 2 entries of the section before come first, to join the parts:
(7) C[C@H](CO)N1C[C@H](C)[C@@H](CN(C)Cc2ccc(-c3ccccc3)cc2)Oc2c(NS(=O)(=O)c3cccs3)cccc2C1=O
(8) CC(=O)Nc1ccc(-c2csc(NC(=O)CCNC(=O)c3ccco3)n2)cc1
(9) O=C(NCC1CCCO1)c1ccccc1OCc1ccc(Cl)cc1 (stereo not drawn)
(10) O=C(NCc1ccccc1F)C1CCCN1C(=O)Nc1cccc(F)c1 (stereo not drawn)
(11) COc1ccc2c(-c3ccccc3)cc(SCC(=O)NC3CCS(=O)(=O)C3)nc2c1 (stereo not drawn)
(12) Cc1nc2[nH]c(=O)c3c(n2n1)NC1=C(C(=O)CC(C)(C)C1)C3c1ccc(F)cc1 (stereo not drawn)
(13) CCOc1cc2c(C#N)c(N(CC)CC)nc(N)c2c(N)n1
(14) Cc1cccnc1NC(=O)Nc1cccc2ccccc12
(15) CC1CCc2sc(C(=O)NCC(C)(C)N3CCOCC3)cc2C1 (stereo not drawn)
(16) CCCc1nc2ccccc2c(=O)n1-c1ccc(C(=O)OCC)cc1

assay / entry	7	8	9	10	11	12	13	14	15	16
PfG6PD inh	11	22	7	-10	10	-14	30	5	-9	-4
SENP1 FRET inh	0	-5	0	1	-1	-22	-42	-1	1	0
Apaf-1 inh	26	-6	8	-7	13	1	29	1	6	-4
SENP7 inh	1	-10	-2	4	16	-3	45	11	5	-2
SENP8 block-1	10	-14	8	5	3	-5	5	2	1	4
SENP6 block	6	-29	-2	28	-8	2	72*	6	11	-5
HKDC1 inhibitor	8	1	4	0	18	4	19	7	3	-6
SENP8 block-2	4	-21	9	5	-124	-282	i	-412	-17	7

(17) CC(=O)c1ccc(S(=O)(=O)NC2CC(=O)N(c3ccc(C)c(C)c3)C2)cc1 (stereo not drawn)
(18) CC(=O)NC(C)(CC(=O)c1ccccc1)c1ccccc1 (stereo not drawn)
(19) O=C(CCc1nnc2n(Cc3ccc(F)cc3)c(=O)c3ccccc3n12)NCCN1CCOCC1
(20) Clc1ccc(-c2ccn[nH]2)cc1
(21) O=C(Nc1cccc2cccnc12)c1ccccc1Br
(22) O=C(Cc1cccs1)Nc1nnc(SCC(=O)NC2CCCCC2)s1
(23) Nc1[nH]ncc1S(=O)(=O)c1ccccc1
(24) COc1ccc(NC(=O)CN(C)S(=O)(=O)c2ccc(Cl)cc2)cn1

assay / entry	17	18	19	20	21	22	23	24
PfG6PD inh	-2	-13	-17	-6	-4	-17	23	13
SENP1 FRET inh	3	-1	0	1	2	-16	1	2
Apaf-1 inh	8	-21	2	2	-9	4	-5	11
SENP7 inh	3	4	-14	-4	-2	2	2	-7
SENP8 block-1	5	6	-13	-12	7	-2	-2	-3
SENP6 block	3	6	-9	-32	-14	-23	13	-10
HKDC1 inhibitor	2	-1	-4	-7	0	-1	-6	0
SENP8 block-2	15	17	13	0	15	15	16	12

Next section; the last four above are carried over.
(21) O=C(Nc1cccc2cccnc12)c1ccccc1Br
(22) O=C(Cc1cccs1)Nc1nnc(SCC(=O)NC2CCCCC2)s1
(23) Nc1[nH]ncc1S(=O)(=O)c1ccccc1
(24) COc1ccc(NC(=O)CN(C)S(=O)(=O)c2ccc(Cl)cc2)cn1
(25) COc1cccc(C(=O)Nc2ccc3c(c2)n(C)c(=O)n3C)c1
(26) CN(CC(=O)N1CCCC1)S(=O)(=O)c1ccc2ccccc2c1
(27) O=C(Nc1ccccc1)N1CCN(c2ccccc2)CC1
(28) Cc1noc(C)c1NC(=O)N(C)C[C@H]1Oc2c(NC(=O)C3CC3)cccc2C(=O)N([C@H](C)CO)C[C@@H]1C
(29) CC(C)Cc1nnc(NC(=O)c2ccc3c(c2)NC(=O)C(C)S3)s1 (stereo not drawn)
(30) COc1cccc(CNC(=O)C2CCN(S(=O)(=O)c3ccc4c(c3)NC(=O)C(C)S4)CC2)c1 (stereo not drawn)
(31) [N-]=[N+]=CC(=O)CNC(=O)[C@@H](Cc1ccccc1)N1C(=O)c2ccccc2C1=O
(32) O=C(NNC(=O)c1ccccc1F)c1cccc(S(=O)(=O)N2CCc3ccccc32)c1

assay / entry	21	22	23	24	25	26	27	28	29	30	31	32
PfG6PD inh	-4	-17	23	13	-7	-3	-4	-7	-6	6	10	-20
SENP1 FRET inh	2	-16	1	2	0	0	1	0	2	-1	1	2
Apaf-1 inh	-9	4	-5	11	2	14	·	9	2	9	9	0
SENP7 inh	-2	2	2	-7	4	9	·	3	-4	-1	-5	5
SENP8 block-1	7	-2	-2	-3	14	0	·	-3	1	4	-4	9
SENP6 block	-14	-23	13	-10	-5	17	·	-3	-4	0	2	6
HKDC1 inhibitor	0	-1	-6	0	-3	-8	-8	-4	3	1	-6	2
SENP8 block-2	15	15	16	12	7	2	10	32	-57	3	21	9

(33) CCc1ccc(NC(=O)CNC(=O)c2nn(-c3ccc(OC)cc3)c(=O)c3ccccc23)cc1
(34) COc1ccccc1OCc1nnc(SCC(=O)N2CCCC2)o1
(35) Cc1ccc(O)c(NC(=O)c2cc(-c3ccc(F)cc3)on2)c1
(36) CCc1noc(C)c1C(=O)Nc1ccc(Cl)c(S(=O)(=O)N2CCCCC2)c1
(37) OCC[C@H]1C[C@H](O)[C@@H](O)[C@@]2(CCc3ccccc3CO2)O1
(38) COc1ccc(C2CC(c3cccs3)=NN2C(=O)CSc2nc(=O)n3ccc(C)cc3n2)cc1 (stereo not drawn)
(39) CCOC(=O)C1=C(CS(=O)(=O)c2ccccc2)NC(=O)NC1c1cccc(OC)c1 (stereo not drawn)
(40) COc1ccc(OCC(=O)NS(=O)(=O)c2ccccc2)cc1

assay / entry	33	34	35	36	37	38	39	40
PfG6PD inh	-21	17	-4	17	4	1	8	-25
SENP1 FRET inh	5	2	0	1	2	-38	4	1
Apaf-1 inh	13	0	-16	16	3	23	-5	0
SENP7 inh	-3	-2	3	-6	-12	-11	-5	-2
SENP8 block-1	5	4	0	-3	-10	-6	3	7
SENP6 block	-15	-13	15	-8	-4	-21	-10	-8
HKDC1 inhibitor	-4	-10	-9	-5	5	0	-11	-7
SENP8 block-2	-197	9	-1	6	18	-187	3	6

(41) CCOc1ccc(S(=O)(=O)n2nnc3ccccc32)cc1C
(42) CC(=O)N(Cc1ccco1)C1(C(=O)NC2CCCCC2)CCCCC1
(43) O=C(Cn1nc(C(=O)O)c2ccccc2c1=O)Nc1cccc(S(=O)(=O)N2CCCCCC2)c1
(44) CCOC(=O)N1CCN(CCC(=O)Nc2cc([N+](=O)[O-])ccc2OC)CC1
(45) COc1ccc(N2CC(C(=O)N[C@@H](CC(C)C)C(=O)NC3CCCC3)CC2=O)cc1 (stereo partly drawn)
(46) CCOc1ccc(S(=O)(=O)Nc2ccc(C(=O)NCC(c3ccc(OC)cc3)N3CCOCC3)cc2)cc1 (stereo not drawn)
(47) O=C(CSc1nc(-c2ccco2)cc(C(F)(F)F)n1)N1CCSCC1
(48) Cc1nn(C)c(C)c1NS(=O)(=O)c1ccc(N2CCCC2=O)cc1

assay / entry	41	42	43	44	45	46	47	48
PfG6PD inh	-6	5	-10	11	-11	-18	1	3
SENP1 FRET inh	·	0	2	2	4	0	-4	-2
Apaf-1 inh	-6	4	11	-9	2	25	9	9
SENP7 inh	0	2	-2	4	-3	-12	2	-5
SENP8 block-1	-1	2	2	1	-4	-10	-4	-7
SENP6 block	-2	-2	-13	0	1	-17	-6	9
HKDC1 inhibitor	-6	4	-6	-1	-2	-3	-6	-7
SENP8 block-2	·	20	5	17	12	4	-34	-8

(49) CN(C)CCN1C(=O)C(=O)/C(=C(/O)c2ccc3c(c2)OCCO3)C1c1ccccn1 (stereo not drawn)
(50) O=c1[nH]c2ccccc2cc1-c1nnn(-c2ccc(Cl)c(Cl)c2)n1
(51) COc1cccc(-n2nnnc2SCC(=O)Nc2ccc(OC)cc2OC)c1
(52) Cc1cccc(Nc2nc(N)c([N+](=O)[O-])c(N3CCN(C)CC3)n2)c1
(53) O=C(O)C1CCCN1S(=O)(=O)c1ccc2ccccc2c1 (stereo not drawn)
(54) NCCNc1ccc([N+](=O)[O-])cc1
(55) CCCNc1nc(C)cc(-c2cc(-c3ccc(Cl)cc3)on2)n1
(56) Cc1c2cnn(-c3ccccc3)c(=O)c2c(C)n1CCCC(=O)N1CCN(c2ncccn2)CC1

assay / entry	49	50	51	52	53	54	55	56
PfG6PD inh	-5	38	-5	-19	-9	-2	-3	14
SENP1 FRET inh	-21	-9	0	3	1	1	0	0
Apaf-1 inh	-7	3	7	3	2	6	-3	·
SENP7 inh	-2	0	-6	-2	3	6	-6	·
SENP8 block-1	-9	1	6	-11	-2	-2	-9	·
SENP6 block	-6	1	14	-9	-4	8	-15	·
HKDC1 inhibitor	-8	-2	0	-2	-2	-3	-5	11
SENP8 block-2	7	-426	12	28	11	25	-467	-10

(57) CSc1nc(N)nc2c1ncn2CC(=O)NCCCc1ccccc1
(58) COc1ccc(S(=O)(=O)N(C)C[C@H]2Oc3c(NC(=O)c4ccncc4)cccc3C(=O)N([C@H](C)CO)C[C@@H]2C)cc1
(59) O=C(CN(C(=O)Cn1nnc(-c2ccc(F)cc2)n1)c1ccc(F)cc1)NC1CCCC1
(60) C=CCOC(=O)C1=C(C)OC(N)=C(C#N)C1c1ccoc1 (stereo not drawn)

assay / entry	57	58	59	60
PfG6PD inh	-18	1	2	-22
SENP1 FRET inh	0	-2	-2	-73
Apaf-1 inh	5	2	11	4
SENP7 inh	1	-10	-8	5
SENP8 block-1	-6	6	-7	1
SENP6 block	-14	0	-2	2
HKDC1 inhibitor	-5	-3	-3	3
SENP8 block-2	-34	-5	6	-10

Compound activity (PubChem)
